Source: PubChem (The Scripps Research Institute Molecular Screening Center)
CHRM4 antagonist: blocks acetylcholine activation of human M4 receptor; CHO-hM4 cells, ACh EC80, Fluo-8 calcium fluorescence; inhibition, % at 3 µM; actives 0.73% (n = 360,000); AID 624125;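 active means inhibition above its plate's cutoff, the mean inhibition of sample wells plus 3 SD, cut at about 27% in these data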;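 further: 0% = acetylcholine EC80 with DMSO and 100% = DMSO without agonist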
Target sequence (P08173 whole entry, looked up): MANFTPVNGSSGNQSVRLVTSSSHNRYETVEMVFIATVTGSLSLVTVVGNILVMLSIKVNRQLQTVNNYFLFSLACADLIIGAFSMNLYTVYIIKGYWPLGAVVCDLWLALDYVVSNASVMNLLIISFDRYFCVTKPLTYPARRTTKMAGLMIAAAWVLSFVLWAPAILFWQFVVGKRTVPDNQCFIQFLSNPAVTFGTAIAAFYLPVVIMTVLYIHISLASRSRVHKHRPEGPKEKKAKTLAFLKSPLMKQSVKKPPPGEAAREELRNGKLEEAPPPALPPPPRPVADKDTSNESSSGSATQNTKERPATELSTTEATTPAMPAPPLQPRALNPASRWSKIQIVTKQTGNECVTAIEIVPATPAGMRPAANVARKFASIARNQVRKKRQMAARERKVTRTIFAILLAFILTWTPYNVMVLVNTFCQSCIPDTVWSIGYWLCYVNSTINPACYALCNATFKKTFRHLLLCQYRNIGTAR
CHRM5 PAM: CHRM5 positive allosteric modulation; CHO-K1 hM5, Fluo-8 calcium, ACh EC20 PAM; 0% = ACh EC20, 100% = ACh EC100; actives 0.3% (n = 360,000); activation, % at 3 µM; AID 624038;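 active means activation above the run cutoff, the mean activation of all test compounds plus 3 SD, cut at about 18% in these data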
Target sequence (P08912 whole entry, looked up): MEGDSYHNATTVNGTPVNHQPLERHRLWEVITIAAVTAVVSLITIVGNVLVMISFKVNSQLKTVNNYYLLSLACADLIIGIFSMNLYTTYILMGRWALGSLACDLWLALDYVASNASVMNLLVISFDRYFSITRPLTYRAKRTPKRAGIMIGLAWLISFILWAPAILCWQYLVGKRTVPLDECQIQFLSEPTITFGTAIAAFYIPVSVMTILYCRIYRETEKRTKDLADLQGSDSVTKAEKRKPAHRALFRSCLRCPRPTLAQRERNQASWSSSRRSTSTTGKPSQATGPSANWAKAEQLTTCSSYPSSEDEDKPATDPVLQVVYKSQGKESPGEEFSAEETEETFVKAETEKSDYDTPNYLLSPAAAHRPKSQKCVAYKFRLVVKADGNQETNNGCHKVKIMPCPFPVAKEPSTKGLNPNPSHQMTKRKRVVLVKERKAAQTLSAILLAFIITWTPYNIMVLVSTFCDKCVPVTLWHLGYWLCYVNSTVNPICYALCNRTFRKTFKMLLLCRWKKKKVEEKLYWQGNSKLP
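Probe or stimulus: acetylcholine, EC20 level; Assay system: human M5 receptor in CHO-K1 cells; Schedule: compound preincubation 140 s before EC20 acetylcholine addition; Technique: intracellular calcium via Fluo-8 fluorescence; Dosing: single-point, 3 µM nominal; Read-out basis: percent activation from peak-over-basal fluorescence ratio, scaled EC20-to-EC100 acetylcholine; Repeats: one well per compound, no replicates.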
M1 ag parental: M1 agonist counterscreen hit in parental CHO-K1 cells; Fluo-8 calcium fluorescence; scaled to maximal ATP response, vehicle zero; activation, % at 3 µM; actives 0.48% (n = 360,000); in the data active means activation above about 15%;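 further: untransfected CHO-K1 host cells lacking M1 receptor as counterscreen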
CHRM4 agonist: agonists of human muscarinic M4 receptor (CHRM4); P08173; CHO-K1 hM4/Gqi5, Fluo-8 calcium fluorescence; vehicle 0%, full acetylcholine response 100%; activation, % at 3 µM; actives 0.14% (n = 360,000); AID 624127;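 active means activation above the run mean over all test wells plus 3 SD, cut at about 32% in these data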;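 further: peak over basal fluorescence ratio per well then scaled between controls; 0% = DMSO wells and 100% = acetylcholine at EC100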
M5 antag: CHRM5 antagonism in calcium assay; P08912; CHO-hM5 cells, Fluo-8 calcium fluorescence, ACh EC80; inhibition, % at 3 µM; actives 0.59% (n = 360,000);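 active means inhibition above a per-plate cutoff, the mean of that plate's test compounds plus 3 SD, cut at about 27% in these data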;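 further: 0% = acetylcholine EC80 with DMSO and 100% = DMSO without agonist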
CHO-K1 Ca PAM: M1 PAM counterscreen hit in parental CHO-K1 cells; ATP EC20, Fluo-8 calcium fluorescence; 0% at ATP EC20, 100% at ATP max; activation, % at 3 µM; actives 0.02% (n = 360,000);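 active means activation above the run cutoff, the mean activation of all test compounds plus 3 SD, cut at about 40% in these data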;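 further: peak over basal fluorescence ratio in a 140 s read after ATP addition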
M5 ag: CHRM5 agonism in calcium assay | CHO-K1 hM5 cells, Fluo-8 calcium fluorescence; 0% DMSO wells, 100% maximal acetylcholine response | P08912 | activation, % at 3 µM | actives 0.19% (n = 360,000);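 active means activation above the run's mean over test compounds plus 3 SD, cut at about 23% in these data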;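 further: signal is peak over basal fluorescence ratio across the kinetic read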
CHRM4 PAM: CHRM4 positive allosteric modulation | P08173 | CHO-K1 hM4/Gqi5, Fluo-8 calcium fluorescence, ACh EC20; 0% = ACh EC20, 100% = maximal ACh | activation, % at 3 µM | actives 0.4% (n = 360,000);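 active means activation above its plate's cutoff, the mean activation of sample wells plus 3 SD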; further: some results filed as inactive read as strong as hits
CHO-K1 Ca antag: nonselective inhibitor or artifact in parental CHO-K1 cells. AID 602250. ATP-induced calcium, Fluo-8 fluorescence. actives 0.6% (n = 360,000). inhibition, % at 3 µM;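 active means inhibition above a per-plate cutoff, the plate's mean sample inhibition plus 3 SD, cut at about 24% in these data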;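 further: 0% = DMSO plus EC80 ATP and 100% = DMSO alone without ATP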
* = called active by the depositor.

SMILES	CHRM4 antagonist	CHRM5 PAM	M1 ag parental	CHRM4 agonist	M5 antag	CHO-K1 Ca PAM	M5 ag	CHRM4 PAM	CHO-K1 Ca antag
COc1ccccc1NC(=O)N1CCCC1C(=O)NCc1ccc2c(c1)OCO2 (centres undefined)	6	0	0.6	0	1	-4	-1	2	-5
COCCCNC(c1ccccc1)c1ccncc1 (centres undefined)	4	-2	0.6	0	1	17	-7	1	-5
Cc1ccc(S(=O)(=O)N2CCC[C@H]2C(=O)OCc2nc3ccccc3s2)cc1	-7	-10	2.4	12	15	16	-1	-3	-12
CCn1c2ccccc2c2cc(NC(=O)COc3ccc(OC)cc3)ccc21	-11	1	0.1	1	0	12	-4	3	-17
COc1ccc(C)cc1S(=O)(=O)N(C)CC(=O)NCc1ccncc1	-13	-1	0.6	1	5	3	-2	-5	-9
CCOC(=O)C1=NNC2(c3ccc(C)cc3)C(=O)N(c3ccccc3)C(=O)C12 (centres undefined)	-10	-15	2.5	6	7	-1	2	-4	-2
CCOC(=O)CN(C(=O)COc1nc(C)cc(C)c1C#N)c1cccc(Cl)c1	-9	-5	0.8	1	20	29	-8	4	-13
Cc1c(Br)c([N+](=O)[O-])nn1CC(=O)Nc1ccccn1	-2	-2	-0.1	0	13	12	0	11	-7
O[C@@H]1CN(Cc2ccccc2Cl)CC[C@H]1N1CCOCC1	-5	0	-1.0	0	15	-24	-5	-3	17
COc1ccc(C2C(C(=O)c3sc(C)nc3C)=C(O)C(=O)N2CCCn2ccnc2)cc1OC (centres undefined)	0	-11	0.2	1	18	7	-3	-2	-4
Cc1ccc(Nc2nc(N)nc(CN3CCN(Cc4ccc5c(c4)OCO5)CC3)n2)cc1Cl	-12	-9	1.9	14	5	17	-1	-7	-8
COc1ccc(C(=O)N2N=C(c3cccs3)CC2c2ccccc2O)cc1 (centres undefined)	-4	-4	0.8	2	21	9	-4	4	-3
CCN1CCN(C(=O)Cn2cnc3sc(C)c(S(=O)(=O)N4CCN(c5ncccn5)CC4)c3c2=O)CC1	0	-7	0.5	1	-2	22	-4	7	-5
C[C@@H]1CN([C@@H](C)CO)S(=O)(=O)c2ccc(Br)cc2O[C@@H]1CN(C)C(=O)c1ccccn1	-13	3	0.3	0	-8	8	0	4	-4
Cc1ccc(S(=O)(=O)N2CCC(C(=O)Nc3nnc(C)s3)CC2)cc1	-2	-1	0.6	2	3	3	-1	-2	-11
Cc1nc2ccccc2n1CC(=O)c1ccccc1	-1	13	0.6	2	-1	-17	5	-2	12
O=C(NNC(=O)C1COc2ccccc2O1)c1cccc([N+](=O)[O-])c1 (centres undefined)	4	-1	0.8	4	-7	-1	-2	5	-2
CCOC(=O)c1cccc(NC(=O)CN(c2ccc(C)cc2)S(=O)(=O)c2c(C)n[nH]c2C)c1	-13	-24	1.1	6	-5	1	-7	-6	2
C=CCNCCOc1ccc(C(C)(C)c2ccccc2)cc1	-9	-5	1.2	8	3	27	7	-6	-10
COc1ccc2nc(NC(=O)CSc3nnnn3C3CCCCC3)sc2c1	4	-8	2.7	3	7	23	1	-1	-23
CCN(C(=O)COc1ccccc1)c1nnc(-c2cccnc2)s1	3	9	1.0	3	-1	-8	9	7	0
CC(C)(O)[C@H]1Cc2cc3ccc(=O)oc3cc2O1	0	-2	1.4	1	7	-11	-4	-4	-4
O=C(CSc1nc2[nH]c(=O)cc(O)c2s1)Nc1cc(Cl)cc(Cl)c1	-7	-3	0.7	2	-1	-16	0	3	-7
O=C(O)CCCC(=O)Nc1ccc(Oc2cccc(C(F)(F)F)c2)nc1	-11	0	0.4	0	12	17	-2	3	-5
Cc1cc(C)cc(C(=O)OCC(=O)NCCNC(=O)COC(=O)c2cc(C)cc(C)c2)c1	12	-4	0.3	0	11	8	0	-3	-7
COc1cc(C#N)ccc1OCC(=O)NCCC1=CCCCC1	-2	-2	0.6	4	3	16	0	3	-11
O=C(NC1CC2CCCC(C1)N2C(=S)Nc1ccccc1)C1CC1 (centres undefined)	5	-4	9.1	0	16	-1	-6	-4	16
CN(C)S(=O)(=O)c1cccc(NC(=O)COC(=O)C2(c3ccccc3F)CCCC2)c1	3	-12	5.2	8	8	9	-1	-19	1
CCCCN(C(=O)c1ccc(C)c(S(=O)(=O)N2CCOCC2)c1)c1c(N)n(CC(C)C)c(=O)[nH]c1=O	11	-5	0.3	0	11	-8	0	-2	-2
O=C(c1ccc(=O)oc1)N1CCOCC1	-1	-2	0.5	0	-6	13	2	4	-4
CCOC(=O)Cn1c(=O)oc2cc(S(=O)(=O)N(C)c3cccc(C)c3)ccc21	-5	-8	4.1	11	9	7	-1	-14	-13
O=C(Oc1ccc(N(Cc2cccs2)C2=NS(=O)(=O)c3ccccc32)cc1)c1ccccc1Cl	1	3	1.3	0	-8	19	-2	1	-2
Cn1c(=O)c2c(ncn2CC(O)CNc2ccc(F)cc2)n(C)c1=O (centres undefined)	0	-1	1.4	1	6	20	1	-1	-9
O=C(CNC(=O)c1cccc(F)c1)N/N=C/c1cc(Br)ccc1OC(=O)/C=C/c1ccco1	-2	-1	0.5	0	1	21	-1	5	-9
OCCCNc1nc(-c2ccccc2)nc2c1oc1ccccc12	-4	-5	1.8	2	7	23	-1	-13	-9
CS(=O)(=O)N(Cc1ccc(Cl)cc1)c1ccc(C(=O)N2CCN(c3ccccc3)CC2)cc1	19	-4	2.4	14	9	15	1	-11	1
CC(Cc1nnc(N)s1)c1ccccc1 (centres undefined)	-4	3	0.4	0	15	10	-7	2	-8
CC(C)c1ccc(CNC(=O)C(=O)NCC2CCCO2)cc1 (centres undefined)	2	3	0.3	1	7	19	-3	5	-8
C=CCn1c(COc2cccc3ccc(C)nc23)nnc1SCC(N)=O	4	0	1.0	2	6	19	0	-3	-3
CCN(CC)CCN(Cc1cc2ccc(C)cc2[nH]c1=O)C(=O)NC1CCCCC1	-1	6	-0.3	0	0	3	-1	1	-13

One compound at a time, from the list above. Values in the order: CHRM4 antagonist	CHRM5 PAM	M1 ag parental	CHRM4 agonist	M5 antag	CHO-K1 Ca PAM	M5 ag	CHRM4 PAM	CHO-K1 Ca antag
Record of `CS(=O)(=O)N(Cc1ccc(Cl)cc1)c1ccc(C(=O)N2CCN(c3ccccc3)CC2)cc1` = 19	-4	2.4	14	9	15	1	-11	1
Record of `CCOC(=O)Cn1c(=O)oc2cc(S(=O)(=O)N(C)c3cccc(C)c3)ccc21` = -5	-8	4.1	11	9	7	-1	-14	-13

Further results follow.
SMILES	CHRM4 antagonist	CHRM5 PAM	M1 ag parental	CHRM4 agonist	M5 antag	CHO-K1 Ca PAM	M5 ag	CHRM4 PAM	CHO-K1 Ca antag
O=C1C(=O)N(CCCN2CCOCC2)C(c2ccc(Cl)cc2)/C1=C(\O)c1ccc2c(c1)OCCO2 (centres undefined)	-9	4	0.5	0	-8	8	-2	1	-15
COc1ccc(C)cc1NC(=O)CSc1nnc(COc2ccccc2)n1Cc1ccco1	-7	-7	1.9	3	-1	16	-3	-2	-6
Cc1nnc(SC(=O)N2c3ccccc3Sc3ccccc32)s1	8	-3	1.6	-1	11	24	-4	-24	-14
CCn1c(CN2CCN(C(c3ccccc3)c3ccccc3)CC2)nc2c1c(=O)n(C)c(=O)n2C	-13	-2	-0.2	1	-4	5	-1	4	-10
O=C1c2ccsc2SCCN1Cc1ccc(Cl)cc1	8	-9	0.1	0	-9	5	-6	-5	-7
CCOC(=O)c1sc(NC(=O)C(CC)Sc2nnc3c4ccccc4n(C(C)C)c3n2)nc1C (centres undefined)	-7	-4	0.0	0	3	-1	2	4	-2
Cc1ccc(S(=O)(=O)N2CCOCC2)cc1C(=O)OCC(=O)Nc1ccc(Cl)cn1	-15	-4	1.7	5	4	2	2	-3	8
Cc1ccc(CNC(=O)c2ccc(CS(=O)(=O)c3ccccc3)o2)cc1	-20	-8	3.8	12	8	2	0	-3	-7
O=C1CCN(CCc2ccccc2)CCN1[C@H](CO)Cc1ccccc1	-4	1	0.4	1	9	15	0	-2	-15
O=C(O)Cc1ccc(Nc2cnn(C34CC5CC(CC(CC(=O)O)(C5)C3)C4)c(=O)c2Cl)cc1	5	3	-0.4	0	2	-11	-1	3	2
O=C1Nc2ccccc2N=C(c2ccccc2)c2ccccc21	6	-3	-0.5	-2	9	5	-11	-6	-8
CCc1ccc2c(c1)cc(CN(C(=S)Nc1ccccc1)C1CC1)c1nnnn12	-15	3	-0.2	0	4	24	-2	32*	-15
O=S(=O)(c1ccc(N2CCOCC2)nc1)N(Cc1ccccn1)Cc1ccccn1	-8	-3	1.1	5	4	1	2	-9	-9
COc1ccc(OC)c(C(c2nnnn2C2CCCC2)N2CCc3ccccc3C2)c1 (centres undefined)	-8	-3	-0.5	0	-5	-8	-7	7	9
CN(Cc1nccs1)C(=O)C1CCC(=O)N(CCc2cccc(F)c2)C1 (centres undefined)	2	3	1.0	1	4	5	-2	-1	0
CC1(C)CC(=O)C2=C(C1)C(c1cn(-c3ccccc3)nc1-c1ccccc1)C(C#N)=C(N)O2 (centres undefined)	-4	-10	0.8	2	15	12	-5	5	0
O=C(c1cccc(F)c1F)N1CCCc2ccccc21	-6	-5	-0.3	-1	20	-18	-4	1	3
COc1ccc(C(=O)N/N=C(\C)CC(=O)Nc2ccc3ccccc3c2)c(OC)c1	-7	-2	-0.1	2	2	2	-3	1	-10
CCN(C[C@H]1N[C@@](C)(C(=O)OC)[C@H]2C(=O)N(C)C(=O)[C@@H]12)S(=O)(=O)c1ccc(C)cc1	-11	-1	0.2	0	0	7	-2	5	-16
Cc1cccc(-n2ncc3c(NCc4cccs4)ncnc32)c1	2	2	1.5	0	-9	10	0	-5	0

Limited to M1 ag parental, for two of the compounds above:
molecule	M1 ag parental
O=C1Nc2ccccc2N=C(c2ccccc2)c2ccccc21	-0.5
O=S(=O)(c1ccc(N2CCOCC2)nc1)N(Cc1ccccn1)Cc1ccccn1	1.1

(next part)
SMILES	CHRM4 antagonist	CHRM5 PAM	M1 ag parental	CHRM4 agonist	M5 antag	CHO-K1 Ca PAM	M5 ag	CHRM4 PAM	CHO-K1 Ca antag
O=C(Oc1ccc(/C=N/NC(=O)c2ccccn2)cc1)c1cccc(Br)c1	10	1	0.3	4	3	2	2	-4	7
COc1ccccc1C(=O)NC(C)c1nc2ccccc2[nH]1 (centres undefined)	1	-3	0.4	1	1	11	0	0	-2
CS(=O)(=O)c1ccc(Cl)c(NC(=O)c2ccc3ccccc3c2)c1	-1	-5	2.8	4	-2	18	0	-2	-10
CCN1C(=O)/C(=C\N(C)C)S/C1=N\S(=O)(=O)c1ccc(C)cc1	3	1	1.9	1	5	19	1	4	-14
CCn1c(CNc2cccc(Cl)c2)nnc1SCc1ccccc1	4	2	5.4	10	-5	9	2	6	-10
Fc1ccc(C[n+]2csc3ccccc32)cc1	28*	3	0.8	6	43*	-3	46*	-7	-7
Cc1cc(C)c(S(=O)(=O)N2CCOC2CNC(=O)C(=O)NCCN2CCOCC2)c(C)c1 (centres undefined)	2	1	0.9	1	-5	-13	-2	14	4
COc1ccc(CCNC2=NCCS2)cc1OC	2	-12	2.8	5	21	12	-4	-23	-8
CCOc1ccc(NC(=O)c2sc3nc4n(c(=O)c3c2C)CCC4)cc1	-5	5	2.8	7	0	15	-2	6	-17
CCCC(C(=O)NC1=NCCS1)c1ccccc1 (centres undefined)	-9	-6	0.9	2	-9	14	-2	3	-12
O=C(COC(=O)c1ccco1)NC1CCCC1	4	2	-0.1	1	-9	-26	-1	-9	3
c1ccc(-n2nnnc2SCc2cccc(CSc3nnnn3-c3ccccc3)n2)cc1	-8	-16	1.1	6	15	10	-3	-8	-6
